B2AR arrestin: agonists driving beta-arrestin recruitment to human beta2-adrenergic receptor; beta-arrestin recruitment to beta2AR, cell-based reporter; actives 0.02% (n = 330,000); Potency, µM (series often up to 46.1 µM), for the others: top-dose activation, actives largely listed as activators; P07550;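 also: potency is read from the fitted curve at half-maximal effect; 0% = DMSO controls and full agonism = EC100 isoproterenol or metaproterenol; nearly all actives have a fitted effect of over 65% in size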
ELG1 genotoxic: inducers of genotoxicity in HEK293T ELG1-luciferase cells; HEK293T ELG1-luciferase reporter, luminescence, 16 h; Potency, µM (highest dose often 46 µM), without a hit: at the top dose activity change, positive = activation, most hits filed as activators; actives 1.3% (n = 330,000); also: potency is read from the fitted curve at half-maximal effect; % of control where 0% means no effect; nearly all actives have a fitted effect of over 60% in size
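Screening used a luciferase reporter fused to human ELG1 in HEK293T cells. Luminescence was read on a CCD plate imager after 16 hr exposure and 30 min ONE-Glo incubation.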
Integrin act MD: integrin-mediated muscular dystrophy alleviation activation. Potency, µM (doses to about 38.3 µM), inactives show at the highest dose activation, usual class: activators. AID 624291. alpha7betagal myoblasts, beta-gal FDG fluorescence, 48 h. actives 0.064% (n = 350,000);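 also: potency is read from the fitted curve at half-maximal effect; 100% = response of the positive control SU9516; nearly all actives have a fitted effect of over 60% in size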
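alpha7betagal+/- myoblasts (passage 13, 250/well) treated 48 h at 37C with compounds at 1:260 dilution of DMSO stock. Lysed, then beta-galactosidase activity read as FDG fluorescence (ex 480/em 540) after 30 min, with pre-read for autofluorescence.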
TRPV1 ag: agonists of human vanilloid receptor 1 (TRPV1); Q8NER1; TRPV1-expressing cells, Fluo-8 calcium influx, agonist mode; activation, % at 8.33 µM; actives 0.19% (n = 320,000); in the data active = activation above about 80%; inconclusive = between about 30% and that limit; also: 0% is about no effect
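Cells expressing TRPV1 were dye-loaded with Fluo-8 and read kinetically: 10 s baseline, 3 min after compound (agonist portion), then 2 min after EC20 capsaicin (allosteric enhancer portion). Calcium-bound dye fluorescence at 480/520 nm.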
ASM inhibitor: inhibitors of human secretory acid sphingomyelinase; placental ASM, HMU-PC fluorogenic substrate, 60 min; Potency, µM (highest dose often 57.5 µM), for the others: at the top dose activity change, negative = inhibition, hits mostly inhibitors; actives 0.006% (n = 340,000); also: potency is read from the fitted curve at half-maximal effect
Target sequence (P17405 47-631 limits assumed): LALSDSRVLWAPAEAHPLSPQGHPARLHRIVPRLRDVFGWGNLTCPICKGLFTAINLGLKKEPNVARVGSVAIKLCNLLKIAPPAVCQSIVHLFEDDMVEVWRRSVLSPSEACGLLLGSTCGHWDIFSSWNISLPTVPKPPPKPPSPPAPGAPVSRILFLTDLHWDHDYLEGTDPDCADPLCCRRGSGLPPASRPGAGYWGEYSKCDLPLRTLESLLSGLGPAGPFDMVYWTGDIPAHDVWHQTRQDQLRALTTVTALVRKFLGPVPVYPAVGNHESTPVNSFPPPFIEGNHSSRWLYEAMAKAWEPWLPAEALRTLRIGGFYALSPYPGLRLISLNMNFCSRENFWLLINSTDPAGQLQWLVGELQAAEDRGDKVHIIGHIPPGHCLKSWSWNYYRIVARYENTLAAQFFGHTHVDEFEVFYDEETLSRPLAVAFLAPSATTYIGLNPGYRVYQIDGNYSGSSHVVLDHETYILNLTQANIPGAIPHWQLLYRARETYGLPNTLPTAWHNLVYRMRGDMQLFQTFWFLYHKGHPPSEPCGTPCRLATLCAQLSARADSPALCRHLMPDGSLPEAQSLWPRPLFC
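Human placenta-derived ASM enzyme was preincubated with compound for 10 minutes at room temperature, then given fluorogenic substrate HMU-PC0 (9 uM final) for 60 minutes at 37 °C; a pH 10 stop preceded fluorescence reading at Ex 386/Em 447 nm.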
p53 reactivator: re-activators of mutant p53; H1299 p53-A138V BP100-luciferase reporter, luminescence, 24 h; Potency, µM (highest dose often 92.2 µM), for the others: at the top dose activity change, positive = activation, usual class: activators; actives 0.063% (n = 320,000); AID 504706; also: potency is read from the fitted curve at half-maximal effect; % of control where 0% means no effect; nearly all actives have a fitted effect of over 45% in size
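H1299 (p53-null), stable ts p53-A138V + BP100-Luc; 1000 cells/well, Opti-MEM/10% FBS; cpd 4 pt, 1:5; 24 h, 37 deg C, 5% CO2; detection reagent 10 min RT; luminescence.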
uPA surface inh: inhibitors of cell surface uPA generation; actives 0.31% (n = 330,000); cell surface uPA generation assay, qHTS; Potency, µM (top dose mostly 38.3 µM), inactives show top-dose activity change, negative = inhibition, hits mostly inhibitors; AID 540303; active = well fitted inhibition curve with a large enough effect; inconclusive = small, poorly fitted or top-dose-only effect; inactive = no such curve, though single readings can be large or run the other way; tested in mouse RAW 264.7 cells; also: potency is read from the fitted curve at half-maximal effect; % is scaled to controls: 0 for no effect and ±100 for the full control effect; nearly all actives have a fitted effect of over 55% in size
TSG101-PTAP inh: blocks PTAP/TSG101 interaction to inhibit HIV-1 budding. Q99816. Fluorescence polarization, FITC-PTAP peptide / Tsg101 binding. Potency, µM (top dose mostly 115 µM), for inactives: at the top dose activity change, negative = inhibition, usual class: inhibitors. 340,000 tested, under 10 active; active = well fitted inhibition curve with a large enough effect in the main read-out, with a control signal flat, not every such curve was filed as active; inconclusive = small, poorly fitted or top-dose-only effect, or effect the other way, or a change in a side signal; inactive = no such curve, though single readings can be large or run the other way; also: potency is read from the fitted curve at half-maximal effect; % of control where 0% means no effect
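Tsg101 binding domain (10 uM final) was mixed with compound and a FITC-labeled PTAP peptide (50 nM final) in HEPES pH 7.5 buffer with NaCl, Tween 20, EDTA and TCEP; fluorescence polarization was read after 20 min at r.t.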
USP2a inh: inhibitors of human ubiquitin-specific protease USP2a. Potency, µM (top dose mostly 38.3 µM), inactives show at the highest dose activity change, negative = inhibition, hits mostly inhibitors. actives 0.01% (n = 330,000). USP2 core, Ub-CHOP2 coupled fluorogenic reporter, 485/531. AID 463254;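 also: potency is read from the fitted curve at half-maximal effect; plate controls were DMSO wells for no effect and full inhibition by NEM control for full effect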
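Cell-free coupled assay: 10nM USP2 core preincubated 30min RT with compound in Tris-HCl pH 8.0/CaCl2/CHAPS buffer, then 25nM Ub-CHOP2 and 25nM reporter substrate; fluorescence (Ex 485/Em 531) read after 60min RT, normalized to NEM inhibition, concentration-response curves fitted.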
BRCA1 expr up: increases BRCA1 expression; actives 1.1% (n = 380,000); Potency, µM (titrated, usually from 46.1 µM), inactives show at the highest dose activation, most hits filed as activators; MCF7-BRCA1-FFLuc reporter, luminescence, 48 h; response scale: scaled: vehicle 0%, 10 µM genistein 100%; also: potency is read from the fitted curve at half-maximal effect; nearly all actives have a fitted effect of over 80% in size; some results filed as inactive show a strong effect at the top dose
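Using MCF7 cells harboring a BRCA1 firefly luciferase reporter, plated 2 h before compound pinning, the screen measured luminescence after 48 h incubation. Responses were normalized to DMSO and 10 microM genistein, then fitted for concentration-effect.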
Eya2 phos inh: inhibitors of human Eya2 phosphatase activity; AID 488837; recombinant Eya2, OMFP fluorescence dephosphorylation (OMFP is methylfluorescein phosphate); Potency, µM (titrated, usually from 76.9 µM), inactives show at the top dose activity, negative = inhibition, usual class: inhibitors; actives 0.006% (n = 330,000); also: potency is read from the fitted curve at half-maximal effect; % is scaled to controls: 0 for no effect and ±100 for the full control effect
Target sequence (O00167 whole entry, looked up): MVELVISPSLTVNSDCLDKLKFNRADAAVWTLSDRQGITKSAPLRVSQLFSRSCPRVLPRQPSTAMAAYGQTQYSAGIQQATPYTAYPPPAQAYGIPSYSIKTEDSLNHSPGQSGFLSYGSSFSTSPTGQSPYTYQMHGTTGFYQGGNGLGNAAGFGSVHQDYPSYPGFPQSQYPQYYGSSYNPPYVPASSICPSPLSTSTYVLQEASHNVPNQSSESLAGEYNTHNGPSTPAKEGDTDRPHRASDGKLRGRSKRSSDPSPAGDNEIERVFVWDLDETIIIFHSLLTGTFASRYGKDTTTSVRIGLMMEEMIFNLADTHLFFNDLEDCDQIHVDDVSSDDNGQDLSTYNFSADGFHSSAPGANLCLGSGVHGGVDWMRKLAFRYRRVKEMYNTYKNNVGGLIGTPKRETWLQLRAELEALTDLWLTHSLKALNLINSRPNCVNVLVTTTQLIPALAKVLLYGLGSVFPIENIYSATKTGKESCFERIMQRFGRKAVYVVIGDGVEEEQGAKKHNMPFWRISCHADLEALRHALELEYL
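Eya2 protein (added as 0.2 uM solution) was preincubated with compound for 10 min at ambient temperature in 50 mM HEPES pH 7.5, 50 mM NaCl, 5 uM MgCl2, 0.05% BSA, 1 mM DTT. OMFP (added at 50 uM) then reacted 10 min; fluorescence read at 485/525 nm.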
Active calls of the source: *; ? = inconclusive; . = no result given; [ ] = remark or other dose. Unless noted, calls follow the shape of the dose curve; as a rule, active = well fitted curve in the direction sought with a large enough effect; inconclusive = small, poorly fitted or top-dose-only effect, or another doubt; inactive = no such curve, though single readings can be large; an effect the other way counts as inactive or inconclusive.

SMILES	B2AR arrestin	ELG1 genotoxic	Integrin act MD	TRPV1 ag	ASM inhibitor	p53 reactivator	uPA surface inh	TSG101-PTAP inh	USP2a inh	BRCA1 expr up	Eya2 phos inh
Cc1cccc(-c2nc3ccccc3c(=O)n2NC(=O)/C=C/c2ccc([N+](=O)[O-])cc2)c1	-0.5%	-1%	?	-4	-10%	4%	16%	-6%	3%	-20%	-1%
O=C(c1ccc2c(c1)OCO2)N(Cc1cccs1)C1(C(=O)NC2CCCCC2)CCCCC1	-0.5%	-7%	-21%	?	4%	-5%	-16%	0%	-3%	-76%	-4%
CC(C)(C)c1ccccc1NC(=O)c1ccc(-n2cncn2)c([N+](=O)[O-])c1	0.1%	-4%	15%	6	-4%	9%	-1%	-2%	0%	4%	-5%
CCOc1ccc(N2CC(C(=O)Nc3nnc(CC)s3)CC2=O)cc1 (centres undefined)	0.4%	1%	-11%	14	-19%	1%	-1%	-2%	0%	1%	7%
O=C(O)c1ccc(S(=O)(=O)N2CCN(c3ccccn3)CC2)cc1	-0.1%	-4%	-4%	0	-1%	-15%	4%	-3%	-1%	6%	9%
CCOc1ccc(N(Cc2cc3cc(C)ccc3[nH]c2=O)C(=O)COC)cc1	-0.2%	0%	0%	-1	2%	-3%	7%	2%	0%	19%	5%
CC(C)Oc1ccc(C2CC(=O)N(C)C2=O)cc1 (centres undefined)	-4.6%	0%	-29%	0	8%	.	-7%	-3%	-6%	30%	-12%
O=C1NC(N2CCOCC2)=N/C1=C/c1ccc2c(c1)OCO2	-0.3%	-5%	1%	3	173%[activator]	5%	8%	1%	12%	-21%	7%
CN(C)CCNC(=O)/C(=C/c1ccc(-c2ccc(Cl)cc2Cl)o1)NC(=O)c1ccccc1	-0.4%	15%	-63%[inhibitor]	14	24%	-12%	8%	-2%	-1%	-74%	-8%
Nc1c(C(=O)NCCc2ccc(Cl)cc2)sc2ccc(S(=O)(=O)N3CCCCC3)cc12	0.1%	-7%	.	0	.	-16%	.	.	-1%	.	3%
c1cc2c(cc1CNc1ccc(N3CCOCC3)cc1)OCO2	0.0%	?	.	.	-1%	?	-22%	4%	4%	4.5µM*	2%
CC(C)CCNC(=O)NC(=O)CSc1ncccn1	0.2%	3%	-6%	-1	1%	4%	8%	-2%	2%	-1%	-23%
O=C(NCc1cccc(C(F)(F)F)c1)C1CC(c2ccccc2F)=NO1 (centres undefined)	.	.	-15%	.	37%[activator]	.	-87%	-2%	.	0%	.
COC(=O)Cc1[nH]c(=O)[nH]c1C(=O)OC	-0.8%	0%	15%	-4	-3%	1%	-2%	0%	0%	-10%	10%
NC(=O)C1CCN(Cc2nc(-c3ccccc3)no2)CC1	-0.6%	1%	4%	-3	1%	6%	.	-2%	1%	14%	1%
CN(C)S(=O)(=O)N1CCc2ccc(NC(=O)c3ccc(C(F)(F)F)cc3)cc2C1	-0.5%	5%	-30%	29	-2%	17%	?	-6%	1%	2%	-3%
Cc1cccc(N(Cc2ccccc2)C(=O)CN2C(=O)NC3(CCCC3)C2=O)c1	5.4%	0%	21%	?	-3%	4%	14%	-6%	-1%	-4%	21%
CCOC(=O)c1cc2oc(C(c3nnnn3C3CCCCC3)N3CCOCC3)cc2[nH]1 (centres undefined)	-1.0%	-3%	15%	?	-6%	-9%	-7%	-8%	-1%	-56%	-7%
CSc1nccc(Oc2cccc(C#N)c2)n1	-1.1%	-2%	11%	-3	-1%	-6%	-3%	-2%	1%	20%	3%
COc1ccc(C(C[N+](=O)[O-])c2c(-c3ccccc3)cc3ccccn23)c(OC)c1 (centres undefined)	4.5%	?	-27%	12	5%	0%	-7%	-2%	2%	-33%	2%
Cc1nnsc1C(=O)NC(=O)Nc1ccc(F)c(Cl)c1	-0.5%	-5%	0%	2	2%	-1%	1%	-3%	5%	-8%	5%
O=C(NCc1ccco1)C(c1ccccc1)N(Cc1ccccc1)C(=O)Cn1nnc2ccccc21 (centres undefined)	-0.2%	-5%	23%	1	-6%	-7%	2%	-1%	3%	-28%	3%
C=CCNC(=O)/C(=C/c1cn(-c2ccccc2)nc1-c1cccc([N+](=O)[O-])c1)NC(=O)c1ccccc1	0.0%	-1%	-16%	-1	4%	-6%	1%	-2%	-6%	-49%	-9%
CCN(CC)C(=O)CCS(=O)(=O)c1cccc2nonc12	0.2%	-1%	1%	0	4%	9%	-4%	-1%	8%	-5%	-25%
Cc1ccc(Cl)cc1NC(=O)NCc1cccnc1	0.6%	0%	-33%	1	3%	-10%	-2%	-4%	0%	-4%	-15%
New compounds follow.
SMILES	B2AR arrestin	ELG1 genotoxic	Integrin act MD	TRPV1 ag	ASM inhibitor	p53 reactivator	uPA surface inh	TSG101-PTAP inh	USP2a inh	BRCA1 expr up	Eya2 phos inh
CSCCC(C(=O)Nc1ccc2c(c1)OCO2)N1C(=O)c2ccccc2C1=O (centres undefined)	-0.3%	3%	17%	.	-2%	-6%	1%	-5%	1%	9%	-3%
Cc1ccc(C)c(NC(=O)CCn2nc(C)cc2C)c1	-0.3%	-5%	4%	0	3%	-6%	-2%	0%	3%	-16%	-1%
O=C(N/N=C/c1ccc(N2CCOCC2)cc1)c1ccc(NS(=O)(=O)c2cccs2)cc1	0.2%	-1%	-28%	-3	104%[activator]	-2%	1%	0%	6%	-1%	0%
O=C(COC(=O)c1ccc2ncsc2c1)NCc1ccccc1Cl	0.0%	5%	-7%	.	0%	12%	-17%	0%	-5%	23%	3%
O=C(O)/C=C/c1ccc(S(=O)(=O)NCc2cccnc2)cc1	0.6%	2%	-30%	1	4%	-1%	1%	-1%	0%	11%	14%
Cc1nnc(NC(=O)NCN2C(=O)C3C4C=CC(C4)C3C2=O)s1 (centres undefined)	-1.1%	2%	-9%	1	-1%	-8%	1%	-3%	3%	-15%	11%
CCOc1cccc(C2C(C(=O)c3ccc(C)o3)=C(O)C(=O)N2c2nccs2)c1 (centres undefined)	0.3%	0%	-1%	-2	5%	2%	-7%	-25%	15%	-38%	23%
COC(=O)c1ccc(OC(=O)N2CCOCC2)cc1	-0.5%	0%	11%	-3	1%	.	-6%	-2%	-1%	13%	2%
Cc1ccc(C(C)C)c(OCC(=O)Nc2ccc(Cl)cn2)c1	0.2%	-1%	-40%	18	-10%	-4%	3%	-10%	4%	-37%	3%
NC(N)=Nc1nc(-c2ccccc2)c2cc(F)ccc2n1	0.2%	-15%	-56%[inhibitor]	-1	26%	-2%	-4%	-5%	-3%	-24%	-5%
O=C(c1ccc(Br)cc1)c1cc2ccc(O)cc2oc1=O	-0.3%	2%	-25%	3	-1%	12%	-2%	-3%	2%	19%	-4%
CN(C)S(=O)(=O)c1ccc(N2CCN(S(=O)(=O)c3ccc(F)cc3)CC2)c(Cl)c1	-0.6%	-14%	-38%	-2	-2%	-3%	?	-5%	2%	-99%[inhibitor]	4%
Cc1ccc(CS(=O)(=O)CCC(=O)NCc2ccccc2Cl)cc1	0.4%	0%	1%	-3	4%	4%	0%	1%	1%	-5%	7%
CC1CN(c2nc(-c3ccccc3)nnc2-c2ccccc2)CC(C)O1 (centres undefined)	-0.3%	-1%	6%	?	-3%	-3%	5%	2%	-2%	-41%	-20%
C[C@H](CO)N1C[C@H](C)[C@@H](CN(C)C(=O)Nc2ccc3c(c2)OCO3)Oc2c(NC(=O)C3CC3)cccc2C1=O	-0.3%	-3%	21%	.	-5%	15%	17%	-4%	2%	65%	-18%
COc1ccc(S(=O)(=O)N(CC(=O)N2CCN(c3ccccc3)CC2)c2ccccc2)cc1	-0.6%	-16%	17%	-2	0%	4%	-2%	0%	1%	-1%[1.84 µM]	18%
CS(=O)(=O)N(CC(=O)NCCc1ccccc1)C1CCCCC1	-0.2%	-1%	-3%	0	-6%	-3%	.	-5%	1%	0%	27%
CCN(Cc1ccncc1)C(=O)Cc1cccs1	-3.5%	-5%	-2%	-2	-1%	24%	6%	-2%	2%	0%	-5%
CC(C)N(C(=O)Nc1ccc2nccnc2c1)C(C)C	-0.5%	3%	-6%	-1	112%[activator]	?	0%	-4%	2%	46%	5%
COc1cc(CNC(C)(C)CO)ccc1OCC(=O)NC(C)(C)C	-0.3%	1%	6%	1	5%	7%	0%	-1%	5%	2%	-1%
Clc1ccccc1/C=N/Nc1cc(N2CCOCC2)ncn1	0.8%	14%	3%	1	2%	15%	18%	2%	0%	?	-19%
COCCN1Cc2cccc(C(=O)Nc3cc(C)cc(C)c3)c2C1=O	-0.1%	-2%	25%	18	-4%	-14%	0%	-2%	2%	15%	-14%
COc1cc(CC(=O)NCc2ccco2)cc(OC)c1OC	-1.1%	-1%	11%	-3	1%	-7%	-3%	-9%	0%	3%	5%
